# MBNL1 CUG block – blocks human MBNL1 binding to CUG repeat RNA | AID 2675 | hit rate 0.036% among 280,000 | TR-FRET MBNL1-His/biotin-(CUG)12 binding, 665/545 ratio | Q9NR56 | Potency, µM (top dose mostly 57.5 µM), without a hit: top-dose activity change, negative = inhibition, usual class: inhibitors; active = well fitted inhibition curve with a large enough effect in the signal ratio, with a control signal flat, not every such curve was filed as active; inconclusive = small, poorly fitted or top-dose-only effect, or effect the other way, or a change in a side signal; inactive = no such curve, though single readings can be large or run the other way; the % refers to the signal ratio; also: potency is read from the fitted curve at half-maximal effect; % is scaled to controls: 0 for no effect and ±100 for the full control effect
#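 Ratiometric TR-FRET (665 over 545 nm, excitation 340 nm) tracks disruption of MBNL1-His/biotin-(CUG)12 complex after 60 min at room temperature, with compounds at 92 nM to 58 uM final.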
# Rab9 prom act – activators of Rab9 promoter. hit rate 2.8% among 320,000. Potency, µM (doses to about 9.22 µM), for the others: at the highest dose activation, negative = inhibition, usual class: activators. Huh7 Rab9 promoter-luciferase reporter, luminescence, 24 h; also: potency is read from the fitted curve at half-maximal effect; % of control where 0% means no effect; nearly all actives have a fitted effect of over 60% in size
#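 Steps: seed 1500 Huh7 Rab9-luc cells per well, rest 2 h at 37 °C; add compound in DMSO; incubate 24 h; add luciferase reagent, 10 min ambient; read luminescence.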
# RORgamma inh – ROR gamma (mouse) transcription inhibition | P51450 | Drosophila S2 Gal4-RORgamma UAS-luciferase reporter, 20 h | Potency, µM (top dose mostly 53.6 µM), for the others: top-dose activity change, negative = inhibition, most hits filed as inhibitors | hit rate 5.4% among 310,000; also: potency is read from the fitted curve at half-maximal effect; % is scaled to controls: 0 for no effect and ±100 for the full control effect; nearly all actives have a fitted effect of over 60% in size
# Target sequence (P51450 whole entry, looked up, the tested form may be a part): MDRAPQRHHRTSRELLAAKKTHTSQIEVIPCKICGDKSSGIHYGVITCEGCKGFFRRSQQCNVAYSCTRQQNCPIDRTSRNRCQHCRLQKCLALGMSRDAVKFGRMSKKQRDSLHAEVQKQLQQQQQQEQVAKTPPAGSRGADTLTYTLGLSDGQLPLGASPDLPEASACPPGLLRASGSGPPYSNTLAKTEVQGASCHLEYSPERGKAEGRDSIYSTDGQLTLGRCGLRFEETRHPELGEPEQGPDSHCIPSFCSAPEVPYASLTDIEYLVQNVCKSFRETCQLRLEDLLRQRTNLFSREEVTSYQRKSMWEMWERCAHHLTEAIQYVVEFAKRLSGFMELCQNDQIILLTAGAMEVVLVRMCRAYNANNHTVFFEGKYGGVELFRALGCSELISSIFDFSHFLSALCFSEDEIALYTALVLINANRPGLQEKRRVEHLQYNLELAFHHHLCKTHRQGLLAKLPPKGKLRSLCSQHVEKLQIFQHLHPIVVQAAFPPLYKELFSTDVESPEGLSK
#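 Using a luciferase readout, inhibitors were identified by reduced reporter activity in Drosophila cells coexpressing a copper-inducible Gal4–ROR gamma fusion and UAS-driven Photinus luciferase, incubated 20 hr after 700 uM copper sulfate.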
# PKM2 activator – increases activity of human pyruvate kinase M2 | hit rate 0.34% among 260,000 | P14618 | purified PKM2, Kinase-Glo ATP luminescence, activation; response scale: 0% is enzyme alone, no compound | Potency, µM (series often up to 57.5 µM), for inactives: at the top dose activation, most hits filed as activators; also: potency is read from the fitted curve at half-maximal effect; % is scaled to controls: 0 for no effect and ±100 for the full control effect; nearly all actives have a fitted effect of over 55% in size
#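 Purified hPK-M2 (>95%) run at intermediate activity with 0.1 mM ADP and 0.5 mM PEP in 50 mM imidazole pH 7.2, KCl, MgCl2; 1 h room temperature. ATP formed read by Kinase-Glo luminescence; normalized to uninhibited and no-enzyme controls.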
# Mito fusion yeast – mitochondrial division inhibition or fusion activation. S. cerevisiae fusion-defective mutant growth rescue, CellTiterGlo 48 h. Potency, µM (top dose mostly 46.1 µM), for inactives: at the highest dose growth rescue (activation), hits mostly activators. hit rate 0.23% among 320,000. AID 485298;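 also: potency is read from the fitted curve at half-maximal effect; % of control where 0% means no effect; nearly all actives have a fitted effect of over 45% in size; temperature-sensitive fusion mutants such as fzo1-1 at 37 °C on non-fermentable ethanol glycerol medium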
#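 Temperature-sensitive fusion-defective S. cerevisiae (e.g. fzo1-1, mgm1-5) were grown with compound in YPEG medium (3% ethanol, 3% glycerol) for 48 hours at 37C. Growth rescue was measured as viability by CellTiterGlo luminescence after 10 minutes at ambient.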
# Gal4-VP16 FLuc – inhibits Gal4-VP16 luciferase reporter, ROR gamma counter-screen; AID 2546; hit rate 3.5% among 310,000; Potency, µM (series often up to 53.6 µM), without a hit: at the top dose activity, negative = inhibition, hits mostly inhibitors; Drosophila S2 Gal4-VP16 UAS-luciferase, luminescence, 20 h;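 also: Gal4-VP16 expression switched on by copper sulfate through the metallothionein promoter; potency is read from the fitted curve at half-maximal effect; % is scaled to controls: 0 for no effect and ±100 for the full control effect; nearly all actives have a fitted effect of over 50% in size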
# KCNH2 3.1 block – inhibitors of human KCNH2 3.1 potassium channel isoform; activity change, % (tested at about 1.8 µM); U2OS KCNH2 3.1, thallium flux FluxOr; stronger effect = lower value; hit rate 0.95% among 340,000; AID 720553;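 active = maximum activity change below -70%; inconclusive = maximum activity change from -70% to -50%; inactive = maximum activity change above -50%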;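 also: thallium influx rate constant from kinetic fluorescence after stimulation buffer; % is scaled to controls: 0 for no effect and ±100 for the full control effect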
#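 We transduce U2OS cells with the mutant 3.1 virus, culture them overnight, load FluxOr with Red40 quencher for 45 min, then add stimulation buffer and read kinetically for 2 min to derive a normalized rate constant.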
# NPC1 promoter act – activates the NPC1 promoter. Potency, µM (top dose mostly 9.22 µM), for the others: top-dose activation, most hits filed as activators. Huh7 NPC1 promoter luciferase reporter, 24 h. hit rate 2.4% among 320,000;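 also: potency is read from the fitted curve at half-maximal effect; % of control where 0% means no effect; nearly all actives have a fitted effect of over 60% in size; reporter is driven by a mutant NPC1 promoter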
#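 Huh7 reporter cells (NPC1 promoter driving luciferase) are dosed with compound for 24 h at 37 °C, 5% CO2; luciferase detection reagent is then added and luminescence measured after 10 min at ambient temperature.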
# ELG1 DNA repair – blocks ELG1-dependent DNA repair in HEK293T cells; HEK293T ELG1-luciferase reporter, luminescence, 16 h; DNA damage induced by 5-fluorouridine; Potency, µM (top dose mostly 46.1 µM), inactives show at the highest dose activity change, negative = inhibition, hits mostly inhibitors; hit rate 2.3% among 330,000; also: potency is read from the fitted curve at half-maximal effect; % is scaled to controls: 0 for no effect and ±100 for the full control effect; nearly all actives have a fitted effect of over 55% in size
#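 Overnight (16 hr) co-exposure of 2,000 cells/well to 5-fluorouridine and compound at 37 °C preceded detection. Luciferase was quantified via ONE-Glo luminescence; loss of signal denotes inhibition.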
# Menin-MLL TR inh – displaces Texas Red mutant MLL peptide from human menin. Menin + Texas Red MLL mutant peptide, fluorescence polarization. Potency, µM (series often up to 61.6 µM), for the others: at the top dose FP activity change, negative = inhibition, most hits filed as inhibitors. O00255. hit rate 0.23% among 270,000; active = well fitted inhibition curve with a large enough effect in the polarisation, with a control signal flat, not every such curve was filed as active; inconclusive = small, poorly fitted or top-dose-only effect, or effect the other way, or a change in a side signal; inactive = no such curve, though single readings can be large or run the other way; the % refers to the polarisation; also: potency is read from the fitted curve at half-maximal effect; % of control where 0% means no effect; many of its hits are not listed in these tables
# Target sequence (O00255 whole entry, looked up): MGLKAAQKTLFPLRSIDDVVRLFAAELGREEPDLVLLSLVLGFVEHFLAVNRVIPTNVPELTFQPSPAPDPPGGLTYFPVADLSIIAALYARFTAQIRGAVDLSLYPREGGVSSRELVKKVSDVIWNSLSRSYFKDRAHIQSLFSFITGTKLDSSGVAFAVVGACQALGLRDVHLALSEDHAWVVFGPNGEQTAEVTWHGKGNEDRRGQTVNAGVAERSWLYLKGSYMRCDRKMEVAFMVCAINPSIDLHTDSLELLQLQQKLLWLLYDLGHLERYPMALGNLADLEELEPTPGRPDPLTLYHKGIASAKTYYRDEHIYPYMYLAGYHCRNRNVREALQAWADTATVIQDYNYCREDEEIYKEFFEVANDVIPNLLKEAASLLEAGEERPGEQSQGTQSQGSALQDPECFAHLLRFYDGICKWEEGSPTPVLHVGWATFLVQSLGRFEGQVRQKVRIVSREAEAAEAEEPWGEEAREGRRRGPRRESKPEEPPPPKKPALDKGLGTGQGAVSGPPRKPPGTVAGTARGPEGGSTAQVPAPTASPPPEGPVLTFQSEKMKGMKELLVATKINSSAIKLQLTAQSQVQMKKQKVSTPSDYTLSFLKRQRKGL
# FLuc counter – firefly luciferase modulation, counter-screen for miR-21 project | P08659 | purified FLuc, Km substrates, luminescence inhibition | Potency, µM (series often up to 57.5 µM), inactives show at the highest dose activity change, negative = inhibition, most hits filed as inhibitors | hit rate 6.9% among 360,000;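 also: potency is read from the fitted curve at half-maximal effect; plate controls were vehicle for no effect and reference inhibitor for full effect; nearly all actives have a fitted effect of over 55% in size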
#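 Purified P. pyralis luciferase (10nM final) with 10uM D-luciferin and 10uM ATP (Km levels) in 50mM Tris acetate pH 7.5, 10mM Mg acetate, 0.01% Tween-20, 0.05% BSA; qHTS 6-point titration, ~60 µM downward; luminescence read.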
# Active calls of the source: *; ? = inconclusive; . = not tested or not shown; [ ] = another dose, or the depositor's remark. Unless noted, calls follow the shape of the dose curve; as a rule, active = well fitted curve in the direction sought with a large enough effect; inconclusive = small, poorly fitted or top-dose-only effect, or another doubt; inactive = no such curve, though single readings can be large; an effect the other way counts as inactive or inconclusive.
SMILES,MBNL1 CUG block,Rab9 prom act,RORgamma inh,PKM2 activator,Mito fusion yeast,Gal4-VP16 FLuc,KCNH2 3.1 block,NPC1 promoter act,ELG1 DNA repair,Menin-MLL TR inh,FLuc counter
CN(C1CCCCC1)S(=O)(=O)c1ccc(S(=O)(=O)N2CCCC2)cc1,-13%,-2%,1%,5%,9%,-3%,-8,2%,-7%,-30%,3%
NC(=O)COc1ccccc1C(=O)O,-7%,-3%,0%,1%,-7%,-3%,3,3%,10%,3%,-6%
NC1=C(c2ccc([N+](=O)[O-])cc2)C(=O)CO1,.,-1%,-7%,-10%,14%,3%,0,0%,22%,-1%,-5%
CCOCC(=O)NCc1ccc2c(c1)cc(C)n2C,?,0%,-2%,0%,-3%,-6%,6,3%,20%,?,-1%
O=C(Cc1c(F)cccc1Cl)NCC1CCCO1 (stereo not given),2%,1%,4%,-5%,-1%,-2%,16,1%,3%,0%,-1%
CC(=O)c1ccc(OCc2cc(C(=O)NC(C)c3cnn(C)c3)no2)cc1 (stereo not given),-5%,?,36%,0%,-2%,?,-9,19%,?,-9%,?
CN1CCN(C(=O)c2cc3c(ccc4ccccc43)oc2=O)CC1,?,-1%,?,11%,5%,1%,-27,-4%,2%,4%,-1%
O=C(C1CCC(=O)N(C2CC2)C1)N1CCC(Oc2cccc(C(F)(F)F)c2)CC1 (stereo not given),5%,0%,?,1%,2%,-2%,-16,-7%,-11%,-1%,0%
CN1CCN(c2ccc(Cl)cc2NC(=O)c2cc(=O)[nH]c3ccccc23)CC1,.,-2%,.,.,4%,.,-5,0%,21%,.,4%
CC1CC(=O)C(C2c3ccccc3CCN2C(=O)CCl)C(=O)C1 (stereo not given),.,-4%,-2%,2%,-5%,-11%,2,-2%,0%,7%,3%
Cn1c(N)c(C(=O)COC(=O)c2cccnc2Cl)c(=O)n(C)c1=O,-4%,-7%,10%,4%,-3%,0%,4,-1%,8%,-27%,-1%
CCOc1ccc(C(=O)Nc2ccc(S(=O)(=O)Nc3nccc(C)n3)cc2)cc1OCC,-14%,4%[1.84 µM],24%,.,-1%,0%,20,-2%,12%,-13%,-1%
COc1cc(OC)nc(Oc2ccccc2C(=O)Oc2ccc(C)cc2)n1,-2%,-6%,-13%,7%,5%,-2%,6,-4%,-2%,-2%,0%
CC(=O)Nc1ccc(S(=O)(=O)Nc2nc3n(n2)C(c2ccccc2)CC(=O)N3)cc1 (stereo not given),-18%,11%,-2%,-4%,-1%,-2%,-1,-5%,1%,27%,4%
Cc1ccc2oc(C(=O)N(Cc3ccncc3)CC3CCCO3)c(C)c2c1 (stereo not given),-4%,?,-23%,2%,-1%,-10%,-15,?,?,.,11µM*
CCC(=O)Nc1nc2n(n1)C(c1ccc(OC)cc1)C=C(c1ccccc1)N2 (stereo not given),15%,8%,?,24%,1%,1%,.,-2%,-7%,-12%,3%
Cc1c(S(=O)(=O)Nc2ccc3c(c2)OCCO3)c(=O)n(C)c(=O)n1C,-22%,6%,-37%,-4%,-1%,-12%,0,6%,5%,5%[11.7 µM],-1%
O=C(Cn1ncc2c([nH]c3ccccc32)c1=O)NCCc1ccc(Cl)cc1,5%,-4%,19%,.,?,-9%,1,0%,11%,-19%,4%
CN1C(=O)N(C)C2(c3ccccc3)NC(=O)NC12c1ccccc1 (stereo not given),5%,9%,10%,?,4%,-5%,-3,8%,0%,11%,-3%
O=C(Cn1nnc(-c2ccc(S(=O)(=O)N3CCCC3)cc2)n1)Nc1ccccc1-n1cccc1,4%,3%,?,5%,7%,-11%,4,-3%,?,18%,7%
Cc1ccc(/C=N/NC(=O)CNC(=O)c2ccc(S(=O)(=O)N(C)C)cc2)cc1,1%,-4%,14%,2%,-3%,1%,10,-2%,-1%,0%,-9%
Cc1cc(C)cc(NC(=O)N2CCCC2C(=O)NCc2ccco2)c1 (stereo not given),12%,-12%,2%,7%,-2%,-7%,-16,-2%,-15%,-7%,3%
CCn1c2ccccc2c2cc(NC(=O)COC(=O)c3cc(OC)c(OC)cc3OC)ccc21,6%,-8%,13%,2%,-3%,-4%,6,-4%,9.2µM*,3%,-1%
COc1ccc2nc(NC(=O)c3cnccn3)sc2c1,14%,2.2µM*,?,-9%,3%,10µM*,-4,3.2µM*,?,?,3µM*
CC(C)Cc1cc(C(=O)Nc2ccc(Br)cc2)no1,-5%,?,32%,-1%,3%,4%,-3,?,?,.,2.7µM*
COc1cc(/C=C/C(=O)OC(C)C(=O)Nc2c(C)n(C)n(-c3ccccc3)c2=O)ccc1O (stereo not given),.,2%,.,.,-1%,.,0,-1%,17%,.,-2%
O=[N+]([O-])c1ccc(O)c(/C=N/n2c(-c3ccccc3)n[nH]c2=S)c1,7%,-2%,?,-6%,-9%,?,0,-5%,-16%,43%[activator],-14%
O=c1c2ccccc2nc(-c2ccccc2Cl)n1O,2%,-4%,10µM*,1%,19%,?,-25,-1%,-6%,4%,-6%
CCCCCc1cc(=O)oc2c(C(CCN3CCCCC3)c3ccc(OC)cc3)c(OC)cc(OC)c12 (stereo not given),-5%,-8%,?,4%,-74%[inhibitor],?,?,-8%,-11%,-23%,-2%
CCOC(=O)C1CCN(C(=O)C2CCN(S(=O)(=O)c3c(C)noc3C)CC2)CC1,1%,-1%,-10%,-6%,0%,-4%,4,6%,-10%,.,2%
O=C(CCCN1C(=O)c2ccccc2C1=O)NC1CCCCCC1,8%,-5%,7%,-2%,3%,0%,4,-1%,-1%,.,2%
CC1(C)Nc2ccc(O)cc2-c2c1ssc2=S,?,3%,8.9µM*,-1%,4%,?,-6,-1%,12µM*,?,-10%
COc1cccc(/C=C/C(=O)N2CC(C)OC(C)C2)c1OC (stereo not given),10%,10%,-15%,0%,-18%,-3%,-1,10%,16%,-6%,-4%
NNC(=O)C(=O)Nc1ccc(O)cc1,.,-5%,-1%,-6%,6%,-12%,5,2%,?,.,0%
CC(=O)Nc1ccc(N/C=C2/CCCC2=O)cc1,?,1%,1%,-4%,2%,-18%,14,4%,?,.,-9%
Cc1nn(CC2CC2)c(=O)n1-c1ccc(F)cc1,-8%,1%,22%,1%,5%,-8%,-13,-6%,12%,-4%,-1%
O=C(NCCN1CCOCC1)c1cccnc1SCc1ccccc1Cl,-5%,-3%,8%,-5%,-9%,3%,.,-3%,8%,-14%,-4%
O=C1CC(c2ccccc2)CC(O)=C1C=NCCCN1CCOCC1 (stereo not given),-3%,1%,41%,-3%,-1%,-17%,10,0%,6%,-10%,-3%
O=C(CSc1nc(-c2cccs2)cc(C(F)(F)F)n1)Nc1cc(OCC(F)(F)F)cc([N+](=O)[O-])c1,-4%,0%,19%,1%,-8%,-25%,-23,-7%,?,?,7%
O=C(CCN1C(=O)/C(=C\c2ccccc2)SC1=S)N1CCCCC1,28%,-21%,20%,6%,-9%,-6%,-3,-21%,?,-14%,?
O=C(Nc1ccc(Cl)cc1)Nc1ccc(N2CCC(C(F)(F)F)CC2)nc1,-2%,-4%,5%,-6%,1%,6%,-5,3%,0%,.,-2%
Cc1cc(C(=O)N/N=C/c2cc(Cl)cc([N+](=O)[O-])c2O)n[nH]1,?,-3%,7.9µM*,-8%,1%,?,-1,-3%,13µM*,.,27µM*
COc1cc2c(cc1OC)-c1nnc(-c3cccs3)n1C1(CCCC1)C2,0%,0%,11%,0%,1%,-11%,11,-3%,-4%,-15%,-12%
Cc1occc1C(=O)Nc1cccc(C(=O)NCc2ccccc2)c1,0%,-8%,28%,10%,-2%,0%,-5,-1%,?,2%,1%
Cc1ccc(/C(O)=C/c2nc3cc(C)ccc3oc2=O)cc1,-12%,-4%,-2%,-2%,-1%,-5%,-4,-2%,0%,.,12µM*
CN1C(=O)COc2ccc(C(=O)c3oc4ccccc4c3-c3cnc4c(c3)COc3ccccc3-4)cc21,2%,1%,?,4%,7%,1%,.,-7%,9.2µM*,-2%,?
O=C(OCc1nc2ccccc2s1)[C@@H]1CCCN1S(=O)(=O)c1ccccc1F,-2%,-4%,10%,-1%,0%,-5%,.,-3%,?,.,?
O=C(COC(=O)c1ccco1)NCC1CCCCC1,.,1%,.,.,5%,.,3,2%,21%,.,-14%
CCc1ccc(-n2c(SCC(=O)N3Cc4ccccc4CC3C(=O)O)nnc2-c2ccncc2)cc1 (stereo not given),-4%,-3%,-35%,-12%,-4%,0%,8,8%,5%,.,-3%

# Bioassay records (PubChem BioAssay)

# A portion of the library (hit frequency here may not be typical).
